LRH-1 inv ag: LRH-1 (NR5A2) inverse agonists, primary screen, cell-based, luminescence, HEK293T, StAR-luciferase reporter; LRH-1 transfected, 24 h; AID 602396, 2012; Nuclear receptor subfamily 5 group A member 2 (Homo sapiens), O00482; hit rate 0.13% among 360,000; inhibition, % at 3.6 µM;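 active means inhibition above the mean inhibition of all tested compounds plus 3 SD, cut at about 73% in these data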;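 further: 0% = DMSO wells and 100% = reporter-only cells lacking LRH-1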
NCOA3 inh: SRC3 coactivator transcriptional activity inhibitors, primary screen, cell-based, luminescence; Nuclear receptor coactivator 3 (Homo sapiens), Q9Y6Q9; HEK293 GAL4-SRC3 luciferase reporter; inhibition, % at 3.6 µM; hit rate 0.17% among 360,000;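 active means inhibition above a per-campaign cutoff, the mean of all compounds plus 3 SD, cut at about 60% in these data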;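 further: 0% = DMSO-treated cells and 100% = gossypol-treated cells at 36 µM; higher means less SRC3-driven luciferase light from the GAL4 reporter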
TROY NFkB inh: inhibitors of TROY-driven NF-kB signaling, primary screen, Q293 LMP1-TROYcd cells, NF-kB luciferase, uHTS | inhibition, % at 10 µM | hit rate 0.98% among 360,000 | AID 1347056, 2019 | Q293 LMP1-TROYcd NF-kB luciferase reporter, 4 h;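 active means compounds whose plate-normalised and pattern-corrected inhibition of the luciferase reporter signal at the single screening dose is 50% or more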
CF NFkB block: inhibitors of PAF-induced NF-kB signaling, primary screen, cell-based, GFP fluorescence, uHTS. KKLEB NF-kB-GFP reporter, GFP fluorescence overnight. inhibition, % at 5 µM. hit rate 0.86% among 360,000;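 active means at least 50% inhibition at 5 µM, scaled per plate between neutral and stimulator controls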;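 further: PAF is a Pseudomonas aeruginosa culture filtrate used as stimulus; plate controls were PAF-stimulated DMSO wells for no effect and unstimulated DMSO wells for full effect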
LMP1 NFkB inh: EBV LMP1-driven NF-kappaB luciferase reporter inhibitors, primary screen, cell-based, luminescence, single point | inhibition, % at 12.5 µM | hit rate 0.69% among 350,000 | LMP1-induced NF-kappaB luciferase reporter cells; in the data active means inhibition above about 41%;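 further: 0% = neutral control wells and 100% = reference inhibitor control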
TRAIL sens C8: viability loss with TRAIL in NB7+C8 cells, primary screen, TRAIL sensitizer project, cell-based, ATPlite luminescence. inhibition (viability loss, TRAIL sensitization), % at 10 µM. hit rate 1% among 360,000;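 active means compounds causing at least 50% loss of cell viability in the single-dose screen, relative to plate controls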
TWEAK Fn14 block: inhibitors of TWEAK-Fn14 signaling, primary screen, luciferase reporter cells, uHTS; inhibition, % at 10 µM; hit rate 2% among 360,000; TWEAK-stimulated Fn14 reporter cells, luciferase luminescence, 8 h; in the data active means inhibition above about 50%
Shn3 3UTR inh: reduction of Shn3 3'UTR firefly luciferase signal, primary screen, Schnurri-3 inhibitor project, cell-based, Clone20 osteoblasts, set 2 | AID 588674, 2011 | Clone20 osteoblast Shn3 3'UTR firefly luciferase, 24 h | inhibition, % at 12.5 µM | hit rate 0.52% among 360,000;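 active means mean inhibition of at least 75% with every replicate also reaching 75%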;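 further: 0% = median of neutral control wells and 100% = pilot-screen positive control compound; some compounds past the cut are filed as inactive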
NR2F2 inh: NR2F2 transcriptional activity inhibitors, primary screen, cell-based, luciferase reporter, HEK293T, luminescence; AID 686940, 2013; hit rate 0.7% among 370,000; inhibition, % at 8.6 µM; HEK293T NGFI-A luciferase reporter;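 active means inhibition above a per-plate cutoff, mean inhibition of test wells between control levels plus 3 SD, cut at about 38% in these data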;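 further: cells cotransfected with COUP-TFII expression vector driving the NGFI-A reporter; 0% = median of COUP-TF2 test wells and 100% = reporter-only cells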
SRC1 inh: SRC1 coactivator transcriptional activity inhibitors, primary screen, cell-based, luminescence; Nuclear receptor coactivator 1 (Homo sapiens), Q15788; hit rate 0.12% among 360,000; HEK293 GAL4-SRC1 luciferase reporter; inhibition, % at 3.6 µM;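 active means inhibition above the campaign mean plus 3 SD, with each screening campaign given its own cutoff, cut at about 60% in these data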;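 further: 0% = DMSO treated cells and 100% = gossypol at 36 µM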
KKLEB cytotox: cytotoxicity in KKLEB CF airway cells, primary screen, cytotoxicity control for CF NF-kB inhibitor project, cell-based, uHTS, fluorescence assay plates | hit rate 0.36% among 360,000 | KKLEB CF airway cells viability, ATPlite luminescence, overnight; hits give low values; cells stimulated with P. aeruginosa culture filtrate | activity change (cytotoxicity), % at 5 µM;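 active means corrected activity change at or below -50% at 5 µM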
Active calls of the source: *; · = no result given. Not all compounds are listed; count on the stated rates, not on these rows.

The opening 6 records, ahead of the listing:
molecule,LRH-1 inv ag,NCOA3 inh,TROY NFkB inh,CF NFkB block,LMP1 NFkB inh,TRAIL sens C8,TWEAK Fn14 block,Shn3 3UTR inh,NR2F2 inh,SRC1 inh,KKLEB cytotox
Cc1cc(C)cc(NC(=S)N(Cc2ccc(Cl)cc2)Cc2ccc(C(=O)O)cc2)c1,12,21,-4,-4,-3,-9,0,5,12,-8,-10
O=C(OCc1ccc2c(c1)OCO2)c1cccc(S(=O)(=O)N2CCCCC2)c1,3,1,-23,14,-1,-10,7,32,2,18,-4
Cn1cccc1/C=N/NC(=O)c1ccco1,-159,-40,-23,-8,-8,6,-14,-29,-37,-43,6
Cc1cccc(NC(=O)NCC2CCN(c3ccc(S(=O)(=O)N4CCOCC4)cc3)CC2)c1,9,4,54*,-2,-4,-11,-6,5,4,6,-1
CC(C)(C)CN1CCNC(=O)C1CC(=O)NCCc1ccccc1C(F)(F)F (stereo not given),-3,12,8,1,7,-1,7,-9,5,-21,6
O=C(COc1cccnc1[N+](=O)[O-])Nc1ccc2c(c1)CCC2,-14,1,-35,-5,-9,2,-16,9,-25,-26,-10

Results, from the first entry:
molecule,LRH-1 inv ag,NCOA3 inh,TROY NFkB inh,CF NFkB block,LMP1 NFkB inh,TRAIL sens C8,TWEAK Fn14 block,Shn3 3UTR inh,NR2F2 inh,SRC1 inh,KKLEB cytotox
Cc1cc(C)cc(NC(=S)N(Cc2ccc(Cl)cc2)Cc2ccc(C(=O)O)cc2)c1,12,21,-4,-4,-3,-9,0,5,12,-8,-10
O=C(OCc1ccc2c(c1)OCO2)c1cccc(S(=O)(=O)N2CCCCC2)c1,3,1,-23,14,-1,-10,7,32,2,18,-4
Cn1cccc1/C=N/NC(=O)c1ccco1,-159,-40,-23,-8,-8,6,-14,-29,-37,-43,6
Cc1cccc(NC(=O)NCC2CCN(c3ccc(S(=O)(=O)N4CCOCC4)cc3)CC2)c1,9,4,54*,-2,-4,-11,-6,5,4,6,-1
CC(C)(C)CN1CCNC(=O)C1CC(=O)NCCc1ccccc1C(F)(F)F (stereo not given),-3,12,8,1,7,-1,7,-9,5,-21,6
O=C(COc1cccnc1[N+](=O)[O-])Nc1ccc2c(c1)CCC2,-14,1,-35,-5,-9,2,-16,9,-25,-26,-10
COc1ccc(C(=S)N2CCOCC2)cc1OC(=O)c1cc([N+](=O)[O-])c(C)c([N+](=O)[O-])c1,-9,7,17,6,8,-14,18,-3,4,-7,-2
CCOc1cc(CNn2c(C)nnc2SCC(=O)NC(C)(C)C)ccc1OCC(=O)NC(C)(C)C,0,9,10,6,-3,3,3,-2,12,-21,3
Fc1cccc(NC(=S)NCC(c2cccnc2)N2CCOCC2)c1 (stereo not given),·,·,-6,3,-4,-3,-11,-3,0,·,2
Cc1sc(NC(=O)CN2CCOCC2)c(C#N)c1C,-1,8,-12,-13,·,5,-8,0,-6,-1,-5
Cc1cc(OC(C)C(=O)NCCCN2CCOCC2)ccc1Cl (stereo not given),3,-14,12,-19,-11,12,7,-16,8,-9,2
Cc1noc(C)c1S(=O)(=O)Nc1ccc2c(c1)C(=O)N([C@H](C)CO)C[C@H](C)[C@@H](CN(C)C(=O)CCCN(C)C)OCCCC[C@@H](C)O2,-8,-12,-4,-14,2,-5,-6,-4,2,1,-4
Cc1c(Cl)c([N+](=O)[O-])nn1CC(=O)NCc1cccnc1,-2,-1,15,-26,12,3,-9,6,-13,1,12
COc1ccc(CCNC(=O)COC(=O)CSc2ccc([N+](=O)[O-])cc2)cc1OC,6,-7,-6,3,0,5,-15,-1,2,-18,-4
CCSc1nc(-c2ccc(OC)cc2)n(-c2nc3ccccc3s2)n1,5,-9,-13,-20,-3,-11,2,-7,1,-18,10
CCCCNC(=O)CC1Nc2ccccc2NC1=O (stereo not given),-1,4,-22,-9,2,-27,-20,3,13,1,-3
COc1ccc(C(CNC(=O)c2ccccc2C)N2CCCC2)cc1 (stereo not given),-8,-11,-29,-7,4,-9,-21,-1,5,-27,8
CCN(CC)S(=O)(=O)c1ccc2nc(CCl)[nH]c2c1,1,-10,17,-4,-4,-2,10,2,1,-41,-6
O=C(N/C(=C/c1cccnc1)C(=O)N1CCOCC1)c1ccccc1,-4,13,9,9,-4,-6,5,15,-15,8,-7
CCNc1nc(NC(C)(C)C)nc(SC(C(C)=O)C(C)=O)n1,55,38,-11,-5,11,18,-5,6,24,18,-16
O=C(CSCc1ccccc1)N1CCN(S(=O)(=O)c2ccc(F)cc2)CC1,-17,-8,-16,-7,-1,-20,-14,2,-12,1,0
NC(=O)COC(=O)c1cc(-c2ccco2)nc2ccccc12,6,11,2,-28,2,-3,-19,1,-11,-4,-8
COc1ccc(C(=O)Nc2ccc(S(=O)(=O)N3CCN(C)CC3)cc2)cc1[N+](=O)[O-],27,9,1,7,-3,-11,4,4,-15,11,0
O=C(CN1C(=O)CSC1=O)N1CCc2ccccc2C1,19,17,-17,1,-3,6,-2,-9,-12,-54,4
O=C(O)Cc1ccc2sc(-c3ccccc3)nc2c1,-31,0,-34,7,10,25,-9,-22,-2,-27,-3
COc1ccccc1N(CC(=O)NC(C)(C)C)C(=O)CCC(=O)Nc1ccccn1,-10,-1,40,12,7,-16,12,0,-1,6,6
COc1ccc(/C=N/NC(=O)c2ccco2)cc1COc1ccc(F)cc1,-48,-24,-14,-57,3,-1,-18,21,-34,-31,13
COc1cc(OC)cc(-c2nnc(SCc3cccc(C(=O)O)c3)o2)c1,-5,16,22,-18,2,-22,12,-21,8,5,-2
O=C(CSc1nc2cc(Cl)ccc2o1)NCCc1ccccc1,-5,12,-4,8,9,-9,12,16,10,-5,-16
CCOC(=O)/C(=C/Nc1ccccc1)[N+](=O)[O-],-8,9,-17,-4,6,-6,-8,-15,14,-8,2

Next structures
Compound	LRH-1 inv ag	NCOA3 inh	TROY NFkB inh	CF NFkB block	LMP1 NFkB inh	TRAIL sens C8	TWEAK Fn14 block	Shn3 3UTR inh	NR2F2 inh	SRC1 inh	KKLEB cytotox
NC(=O)c1ccccc1OCC(=O)Nc1cccnc1Cl	-28	-18	-13	24	3	3	2	-12	10	-3	7
CCOc1ccc(CN2CCNC(=O)C2CC(=O)O)cc1 (stereo not given)	4	18	-20	0	1	0	3	-2	-15	4	17
COc1ccc(N(C)C(=O)C2CCN(S(=O)(=O)c3cccc4nonc34)CC2)cc1	10	-5	12	-2	-2	16	-19	-16	1	-6	-12
N#Cc1c(NC(=O)c2ccc(Cn3cc(Br)cn3)o2)sc2c1CCCCC2	-35	-21	-21	7	-22	-13	-14	0	-9	-32	-6
O=C(NCc1ccccc1Cl)[C@H]1CCCN1C(=O)[C@H]1CCCN1C(=O)c1ccc(Cl)cc1	-5	·	2	·	·	-5	19	·	3	·	·
Cc1sc2ncn(CC(=O)N3CCN(c4ccccn4)CC3)c(=O)c2c1S(=O)(=O)N1CCC(C)CC1	4	-4	-1	7	-6	11	20	5	-30	-8	9
Cc1cccc(C)c1NC(=O)CNC(=O)CNC(=O)c1ccc2c(c1)OCO2	1	17	-8	0	1	-4	12	-6	6	-11	7
NC(=O)COC(=O)c1cccnc1Nc1ccccc1F	2	-2	22	-9	7	9	-7	14	-8	2	-8
CCCC[C@@H]1CNCCN1CCCc1cc(OC)c(OC)c(OC)c1	7	-17	0	8	3	9	9	-12	-14	-6	-2
CCn1nnc(NC(=O)c2cccnc2)n1	-1	14	12	-2	6	-9	-11	-12	8	10	-4
Cc1ccc(NC(=O)CCCC(=O)O)c(-c2nc3ccccc3[nH]c2=O)c1	10	-19	-5	-8	3	5	4	-6	-9	-13	-5
CCN1CCN(c2ccc(NC(=O)CCc3c(C)nc4c(-c5ccccc5)c(C)nn4c3C)cc2)CC1	2	-2	34	-6	-8	30	11	2	15	-8	-27
CCOc1ccc(N2C(=O)CN=C2Nc2ccccc2Cl)cc1	25	2	15	-9	6	-9	1	2	-19	1	-6
COc1ccc(NC(=O)c2ccc(-c3c(C)noc3C)c3ccoc23)cc1	-9	-48	-6	-52	·	4	-1	-38	-45	-22	10

Screening results (PubChem)
